# Bioassay records (PubChem BioAssay)
# aSyn tox rescue: inhibitors of alpha-synuclein toxicity in yeast | S. cerevisiae alpha-synuclein toxicity rescue, BacTiter-Glo growth, 24 h | Potency, µM (series often up to 46.1 µM), without a hit: at the highest dose growth rescue (activation), actives largely listed as activators | actives 0.02% (n = 94,000); active means well fitted activation curve with a large enough effect; inconclusive means small, poorly fitted or top-dose-only effect; further: 0% is about no effect
#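 Growth restoration measured by BacTiter-Glo luminescence after 24 hr at 30 deg C; alpha-synuclein yeast, raffinose-pregrown to mid-log, were added at OD600=0.02 in galactose medium onto pinned compounds.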
# Starred values were filed as active, the others as inactive; u = inconclusive. Potency means the concentration at half of the fitted maximal effect. Only part of the results is shown; count on the stated rates, not on these rows.
SMILES,aSyn tox rescue
Cc1ccc(C(=O)CCC(=O)OCC(=O)N(CC(C)C)c2c(N)n(Cc3ccccc3)c(=O)[nH]c2=O)cc1,-1%
C[n+]1ccccc1N1CCN(c2ccccc2Cl)CC1,2%
C/C(=N\Nc1ccc(Cl)c(C(=O)O)c1)c1cccc2ccccc12,-20%
COc1cccc(NC(=O)C2CCCN2S(=O)(=O)c2ccc3c(c2)C(C)(C)C(=O)N3C)c1 (configuration not stated),-7%
COC(=O)c1c(NC(=O)C2c3ccccc3Oc3ccccc32)sc2c1CCC(C(C)(C)C)C2 (configuration not stated),-1%
O=C(Nc1cccc(Cl)c1)c1cnc[nH]1,4%
O=C(COc1cccc(F)c1)Nc1nc(-c2ccccn2)cs1,27%
O=C(COC(=O)CSc1ccc(F)cc1)NC1CC1,-1%
CCC(C)NC(=O)CSCc1nc(-c2ccc(C)cc2)oc1C (configuration not stated),2%
COc1cccc(NC(=O)C(C)n2c(=O)cc(C(F)(F)F)c3c(C)nn(C)c32)c1 (configuration not stated),-8%
COc1ccc(Nc2c3c(nc4ccc(NC(=O)c5cc(Cl)ccc5OC)cc24)CCCC3)cc1OC,-17%
O=C(Cn1c(=O)oc2ccccc21)Nc1ccc(Br)cc1,3%
O=S(=O)(c1ccc(-c2cnc(C3CC3)o2)cc1)N1CCN(c2ccc(F)cc2)CC1,28%
COc1ccccc1C(=O)NCc1nc2cccnc2n1Cc1ccc(F)cc1,-14%
COc1ccc(CNC(=O)Cn2ccc3cc(S(=O)(=O)N4CCCCCC4)ccc32)c(OC)c1,-9%
Cc1ccc(CNC(=O)CSc2nc3c(sc4ccccc43)c(=O)n2CCCOC(C)C)cc1,-4%
CN(C)c1ccc(CN(CC2CCCO2)C(=O)COc2ccccc2Cl)cc1 (configuration not stated),5%
Cc1c(C)n(Cc2ccccc2)c2ccc(C(=O)NCC(C)c3ccccc3)cc12 (configuration not stated),-5%
O=C(COC(=O)c1ccc(F)c(S(=O)(=O)N2CCOCC2)c1)Nc1ccc(Cl)cn1,-6%
CCOc1cc(N2CCOCC2)c(OCC)cc1NS(=O)(=O)c1ccc2c(c1)CC(=O)N2,2%
N#CCCN(C(=O)COC(=O)c1ccc2c(=O)n3c(nc2c1)CCC3)c1ccccc1,6%
COc1cc2c(c(OC)c1OC)-c1ccc(N(C)CC(OC)OC)c(=O)cc1[C@@H](NC(C)=O)CC2,14%
O=C1CC(NS(=O)(=O)c2cccnc2)CN1c1cccc(F)c1 (configuration not stated),10%
NC(=O)c1cc(NC(=O)c2ccc(NS(=O)(=O)c3cccs3)cc2)cc(C(N)=O)c1,-2%
CCc1ccc(-c2cn3c(n2)sc2cc(C(=O)NCCCc4ccccc4)ccc23)cc1,4%
O=C(NCCn1cc(SCC(=O)N2CCOCC2)c2ccccc21)c1ccccc1,-5%
COc1cc(C2C(=O)N(C3CCCCC3)CC(=O)N2CCc2ccccc2)ccc1OC(C)C (configuration not stated),-10%
Cc1ccc(OCC(=O)NCCNC(=O)c2ccncc2)cc1,8%
CCOC(=O)c1c(C)oc2nc(C)nc(NCCc3ccc(Cl)cc3)c12,4%
C/C(CC(=O)Nc1cc(C)ccn1)=N\NC(=O)c1cccc(F)c1,-2%
O=C(Cn1c(=O)nc(-c2ccccc2)c2ccccc21)Nc1ccc(Cl)c(C(F)(F)F)c1,4%
CCOC(=O)CNC(=O)Cn1cnc2c(nnn2-c2ccccc2)c1=O,14%
COc1ccccc1S(=O)(=O)N(C)C[C@H]1Oc2ncc(Br)cc2C(=O)N([C@H](C)CO)C[C@H]1C,-2%
COCC(C)OC(=O)c1c(N)n(CCCN2CCOCC2)c2nc3ccccc3nc12 (configuration not stated),-5%
COc1cc(CN(C)Cc2cc(=O)oc3cc(C)c(Cl)cc23)ccc1OC(F)F,12%
COc1ccc(S(=O)(=O)N2CCC3(CC2)CC(=O)c2ccccc2O3)cc1,2%
Cn1nnnc1SCC(=O)NNC(=O)c1ccc(Br)cc1,-1%
COc1ccc(S(=O)(=O)n2nc(-c3ccco3)nc2NCc2ccc(OC)c(OC)c2)cc1,-8%
COc1ncnc2c1ncn2CCCNC1CCN(Cc2ccccc2)CC1,-3%
Cc1c(Cl)cccc1NC(=O)c1cc(-c2ccc3c(c2)OCO3)on1,2%

# Some of these compounds in order of heavy-atom count, highest first.
SMILES,aSyn tox rescue
Cc1ccc(CNC(=O)CSc2nc3c(sc4ccccc43)c(=O)n2CCCOC(C)C)cc1,-4%
COc1ccc(S(=O)(=O)n2nc(-c3ccco3)nc2NCc2ccc(OC)c(OC)c2)cc1,-8%
COc1cc(CN(C)Cc2cc(=O)oc3cc(C)c(Cl)cc23)ccc1OC(F)F,12%

# (listing goes on)
SMILES,aSyn tox rescue
CCOc1ccc(/C=C2\SC(=S)N(NS(=O)(=O)c3ccc(C)cc3)C2=O)cc1OC,-5%
CN(Cc1ccccc1)C1=CC(=[N+]2CCCC2)CC(C)(C)C1,-7%
Cc1cc(C)cc(NC(=O)CSc2ccc(-c3ccco3)nn2)c1,-9%
CC(C)c1ccc(NC(=O)c2cn(C3CCCC3)c(=O)c3c2c2ccccc2n3C)cc1,-7%
CCOC(=O)c1c(C)c(-c2ccccc2)n(CC(=O)NC(CC)Cc2ccccc2)c1C (configuration not stated),-3%
COc1ccc(NC(=O)c2oc3ccc(S(=O)(=O)N4CCC5(CC4)OCCO5)cc3c2C)cc1Cl,8%
O=C(N/N=C/c1ccc2nccnc2c1)c1cccc([N+](=O)[O-])c1,4%
CCCCn1c(SCC(=O)N2CCOCC2)nc2c1c(=O)n(C)c(=O)n2C,-3%
C[C@H](O)[C@@H]1CN2CCc3c([nH]c4ccccc34)[C@@H]2C[C@@H]1N(C)C(=O)Nc1cc(Cl)cc(Cl)c1,-17%
CC(Sc1nncn1C)C(=O)Nc1nnc(C(C)C)s1 (configuration not stated),-1%
O=C1[C@@H]2CSC(c3ccc(C(F)(F)F)cc3)N2C(=O)N1c1ccccc1 (some centres not stated),3%
COc1c(C)cccc1C(=O)NCCCNC(=O)c1ccc(C)nc1,7%
O=C1N(Cc2cccc(Cl)c2)C[C@@H]2C[C@@H](c3c[nH]c4ccccc34)N3CCC[C@@]123,2%
Nn1c(SCc2cccc(Br)c2)nnc1-c1ccncc1,12%
Cc1ccc(CNC(=O)Cn2nc(N3CCN(c4ccccc4)CC3)ccc2=O)cc1,5%
CN1C(=O)/C(=C/c2ccc(OC(=O)c3ccco3)cc2)SC1=S,-6%
COc1ccccc1C(=O)Nc1nc(-c2ccc(Br)cc2)ns1,-16%
Cc1cccc(CN2C(=O)c3ccccc3S(=O)(=O)c3ccc(C(=O)N4CCCC4)cc32)c1,5%
CC(=O)Nc1ccc(S(=O)(=O)N2CCC(Oc3ccc(-n4cnnn4)cc3)CC2)cc1,-5%
Cc1cccc(Nc2ncnc3c2cnn3C)c1C,-7%

# Individual results from the list:
# COc1c(C)cccc1C(=O)NCCCNC(=O)c1ccc(C)nc1 in aSyn tox rescue: 7%
# CCOc1ccc(/C=C2\SC(=S)N(NS(=O)(=O)c3ccc(C)cc3)C2=O)cc1OC in aSyn tox rescue: -5%
# CN1C(=O)/C(=C/c2ccc(OC(=O)c3ccco3)cc2)SC1=S in aSyn tox rescue: -6%
# O=C1N(Cc2cccc(Cl)c2)C[C@@H]2C[C@@H](c3c[nH]c4ccccc34)N3CCC[C@@]123 in aSyn tox rescue: 2%
# Cc1cccc(CN2C(=O)c3ccccc3S(=O)(=O)c3ccc(C(=O)N4CCCC4)cc32)c1 in aSyn tox rescue: 5%
# C[C@H](O)[C@@H]1CN2CCc3c([nH]c4ccccc34)[C@@H]2C[C@@H]1N(C)C(=O)Nc1cc(Cl)cc(Cl)c1 in aSyn tox rescue: -17%
# O=C(N/N=C/c1ccc2nccnc2c1)c1cccc([N+](=O)[O-])c1 in aSyn tox rescue: 4%

# Other structures.
SMILES,aSyn tox rescue
O=C(CCNC(=O)N1CC(=O)Nc2ccccc21)NCc1ccccc1Cl,0%
CCOc1ccc(CCNC(=O)CN2C(=O)COc3ccc(S(=O)(=O)N4CCCC4)cc32)cc1,0%
Cc1ccc(NC(=O)c2cccc(N3CCCS3(=O)=O)c2)cc1,-9%
COc1cc(N)c2ncccc2c1SC,14%
Oc1ccccc1-c1nc(/C=C/c2ccc(F)cc2)nn1-c1ccccc1,-27%
O=C(c1cccc(Cl)c1)n1nc(-c2cccnc2)nc1NCc1ccccc1,-7%
Cc1ccc(C)c(N2CCN(C(=O)CCNS(=O)(=O)c3ccc4c(c3)CCN4C(=O)C3CC3)CC2)c1,0%
C=CCOc1ccc(/C=C/C(=O)OCC(=O)NCc2ccco2)cc1,6%
CCOC(=O)c1oc2ccc(S(=O)(=O)n3nc(-c4cc(OC)cc(OC)c4)cc3N)cc2c1C,0%
Cc1cccc(NCC(=O)N/N=C\c2ccc[nH]2)c1,-2%
CCOC(=O)N1CCC(NC(=O)c2ccc3c(c2)N(Cc2ccc(F)cc2)C(=O)c2ccccc2S3=O)CC1 (configuration not stated),1%
CCc1nnc2c3ccccc3nc(Nc3ccc(C(C)=O)cc3)n12,0%
CC(=O)c1ccc(N(C(=O)CNC(=O)c2ccco2)C(C(=O)NC2CCCC2)c2cccnc2)cc1 (configuration not stated),0%
CCN1CCN(C(c2cccs2)C(C)NC(=O)C(C)C)CC1 (configuration not stated),0%
CCC(=O)N(C)CCc1cc2c(c(OC)c1/C=N/NS(=O)(=O)c1ccc(C)cc1)OCO2,-6%
Cc1ccc(C(CNS(=O)(=O)c2ccc([N+](=O)[O-])cc2)N2CCN(C)CC2)cc1 (configuration not stated),-7%
CCCNC(=O)NC(=O)CN1CCCC1c1ccc2c(c1)OCCO2 (configuration not stated),-7%
COc1cccc(CNC(=O)C2CCN(C(=O)N3CC(C)Oc4ccccc43)CC2)c1 (configuration not stated),2%
COc1ccc(C(=O)Nc2ccccc2C(=O)N2CCOCC2)cc1,0%
CCOC(=O)c1csc(NC(=O)c2ccc(OCC)cc2)n1,-11%
CCNC(=O)c1ccc2nc(CCc3ccccc3)oc2c1,-11%
NNc1ccc([N+](=O)[O-])c2[nH][nH]c(=O)c12,-16%
Cc1ccc(NC(=O)CCCc2nc(-c3ccco3)no2)cc1Cl,-7%
CCN(CCCNC(=O)c1cc2c(=O)n(C)c3ccccc3c2s1)Cc1ccccc1,u
C=C(C)C(=O)Nc1ccc(NC(C)C)cc1,2%
COc1ccc(NC(=O)CN2C(=O)CCn3nc(-c4cccn4C)cc32)cc1Cl,16%
O=C1CN(C(=O)c2cc3ccccc3o2)c2ccccc2N1,4%
COc1cc(CCC(=O)OCc2ccccc2C#N)cc(OC)c1OC,3%
O=C1c2oc3ccccc3c(=O)c2C(c2cccc(O)c2)N1c1nncs1 (configuration not stated),-8%
Cc1c(-c2ccccc2)n(O)[n+]([O-])c1-c1ccccc1,-7%
CCc1nc2ccccc2n1CC(=O)N1CCN(Cc2ccccc2)CC1,-1%
Cc1cc(C(=O)Nc2cc(C)on2)on1,8%
CCOc1ccc(S(=O)(=O)N2CCCC(C(=O)NCc3cccnc3)C2)cc1Cl (configuration not stated),13%
CC1=C(C(=O)Nc2ccc(C)cc2C)C(CC(C)C)n2nc(SCc3ccccc3C)nc2N1 (configuration not stated),6%
CCCCC(=O)Nc1ccc2nc(SCC(=O)N3CCCC3)sc2c1,0%
O=C(O)c1ccc(/C=N/NC(=S)NC2CCCCC2)cc1,4%
Cc1cccc(C)c1Nc1n[nH]c(=S)s1,-5%
Cc1ccc(NC(=O)Cc2coc3ccc(C(C)C)cc23)cc1Cl,4%
CS(=O)(=O)N1CCN(CC(=O)NC2CCCCC2)CC1,-20%
COc1ccc(OCC(=O)N2CCN(C(=O)c3ccc(OC)c(OC)c3)CC2)cc1,-1%

# In the list so far, these have a COOH group.
SMILES,aSyn tox rescue
C/C(=N\Nc1ccc(Cl)c(C(=O)O)c1)c1cccc2ccccc12,-20%
O=C(O)c1ccc(/C=N/NC(=S)NC2CCCCC2)cc1,4%

# Back to the main list, repeating the two entries before the break.
SMILES,aSyn tox rescue
CS(=O)(=O)N1CCN(CC(=O)NC2CCCCC2)CC1,-20%
COc1ccc(OCC(=O)N2CCN(C(=O)c3ccc(OC)c(OC)c3)CC2)cc1,-1%
Cc1ccc(C)c(NC(=O)C2CCN(S(=O)(=O)c3c(C)noc3/C=C/c3cccs3)CC2)c1,5%
Cc1ccc(Cl)cc1N1CCN(C(=O)Cn2cnc3sc(C)c(S(=O)(=O)N4CCC(C)CC4)c3c2=O)CC1,-11%
CCCCc1nn2c(=O)cc(COC(=O)CNC(=O)c3ccccc3C)nc2s1,0%
O=C(Oc1ccc[nH]c1=O)c1ccccc1,-6%
CN(CCCNC(=O)Cn1cc2c(n1)CCCC2)C1CCCCC1,2%
O=C(NCc1ccccc1)c1ccc2c(c1)nc1n2CCCCC1,-11%
COc1ccc(CCNC(=O)CSc2cn(Cc3ccccc3)c3ccccc23)cc1OC,0%
CSc1ccc(CCNC(=O)c2cc3cc4cc(C)ccc4nc3s2)cc1,-12%
COc1cccc2c1cc1c(=O)n(CC(=O)N3CCCCC3)nc(C)n12,-6%
O=C(NCCCn1ccnc1)C1CCN(S(=O)(=O)c2ccc(F)cc2)CC1,-5%
CCCn1c(SC(C)C(=O)NCC2CCCO2)nc2sc3c(c2c1=O)CCC3 (configuration not stated),-1%
Cc1c(NC2=CC(=O)CCC2)c(=O)n(-c2ccccc2)n1C,-6%
COc1ccc(/C=C2\SC(=S)N(CCC(=O)Nc3cccc(O)c3)C2=O)cc1OC,5%
CCOc1ccc(Oc2ccc(NS(=O)(=O)c3ccc(CCC(=O)O)cc3)cc2)cc1,0%
CN1CCN(C(=O)CCN2C(=O)/C(=C/c3cccc(Br)c3)SC2=S)CC1,8%
Cc1ccc(NCc2cccn2-c2nnc(N3CCC(C(=O)NCCC(C)C)CC3)s2)cc1,0%
CCc1nnc(SCc2nc(-c3cccc(Cl)c3)oc2C)c2cc3sc(C)cc3n12,-5%
COc1cccc(N2CCN(C(=O)c3cnc4c(-c5ccc(F)cc5)c(C)nn4c3C)CC2)c1,0%
Cc1ccc(S(=O)(=O)N2CCC(C(=O)N3CCCCCCC3)CC2)cc1C,-15%
O=C(CCl)Nc1ccccc1C(=O)Nc1ccc2c(c1)OCO2,15%
CC(C)(C)c1ccc(C(=O)NC2=NC(c3cccc(F)c3)CC(=O)N2)cc1 (configuration not stated),3%
